RAD54 inh – inhibitors of human RAD54 branch migration, primary screen, biochemical, fluorescence, single point; RAD54 Holliday junction branch migration, FAM/BHQ fluorescence; inhibition, % at 10.4 µM; 360,000 tested, 0.14% active;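 active = mean normalized replicate activity at least 40 and at least half of replicates scoring 40 or more; inconclusive = only one of the two criteria met; inactive = mean below 40 and under half of replicates reaching 40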;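 note: 0% = median of neutral control wells and 100% = median of positive control wells; inhibitors cause a drop in the FAM fluorescence signal; in these data hits start at about 50%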
S100A4 MyoIIA – inhibitors of S100A4-myosin IIA peptide binding, primary screen, biochemical, fluorescence polarization, TAMRA-MyoIIA peptide; inhibition, % at 10.7 µM; Protein S100-A4 (Homo sapiens), P26447; 360,000 tested, 0.14% active;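 active = mean inhibition of at least 70% across replicates, with every replicate also reaching that level; inconclusive = mean inhibition reaches 70% but some replicates fall short; inactive = mean inhibition below 70%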
Target sequence (P26447 whole entry, looked up): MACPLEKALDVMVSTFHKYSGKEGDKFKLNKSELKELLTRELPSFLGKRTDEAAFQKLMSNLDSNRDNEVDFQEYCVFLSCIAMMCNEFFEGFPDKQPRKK
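Material: S100A4 monomer protein / Buffer or medium: 50 mM HEPES pH 7.2, 10 mM CaCl2, 100 mM KCl / Times: 5 min incubation before reading / Benchmarks: neutral control DMSO, positive control TFP / Reagent: labelled myosin peptide probe, 5 nM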
ERAP1 HTS inh – human ERAP1 aminopeptidase inhibitors, primary screen, biochemical, single point, plate reader | inhibition, % at 10.7 µM | 340,000 tested, 0.15% active | recombinant ERAP1, Leu-AMC fluorescence, 60 min | AID 652197, 2013 | Endoplasmic reticulum aminopeptidase 1 (Homo sapiens), Q9NZ08;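 active = mean replicate inhibition of at least 30%, or all replicates individually reaching that 30% level; inactive = mean below 30% and not every replicate reaching it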;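 note: 0% = neutral control wells and 100% = L-leucinethiol positive control wells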
E-sel inducer – E-selectin induction in HUVECs, primary screen, imaging, HUVEC, immunofluorescence imaging, single point | P16581 | normalized: neutral wells 0, TNF-alpha wells 100 | activation, % at 7.58 µM | 260,000 tested, 0.37% active;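 active = mean E-selectin-positive cell signal at least 10% of the positive control, reached in at least 60% of replicates, without over 20% cell loss; inconclusive = no rule given, readout overlaps actives, possibly toxicity-flagged; inactive = the rest, including those meeting only one limit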;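 note: in these data hits start at about 27%; measured in HUVEC primary endothelial cells; signal is the percent of cells scored E-selectin positive by PE staining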
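Test system: HUVEC; input: 3,000 HUVEC/well; measured by: immunofluorescence imaging; read-out: % PE-positive cells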
ERp5 block – inhibitors of ERp5-driven insulin aggregation, primary screen, biochemical, turbidity, absorbance 650 nm, single point; inhibition, % at 9.99 µM; 350,000 tested, 0.05% active; 90 min; Protein disulfide-isomerase A6 (Homo sapiens), Q15084; AID 651711, 2012;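 active = mean replicate inhibition above about 25%, with every replicate also reaching it, limit read from the data, passing the limit was not always enough; inconclusive = only one of those two criteria met; inactive = neither criterion met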
Target sequence (Q15084 whole entry, looked up): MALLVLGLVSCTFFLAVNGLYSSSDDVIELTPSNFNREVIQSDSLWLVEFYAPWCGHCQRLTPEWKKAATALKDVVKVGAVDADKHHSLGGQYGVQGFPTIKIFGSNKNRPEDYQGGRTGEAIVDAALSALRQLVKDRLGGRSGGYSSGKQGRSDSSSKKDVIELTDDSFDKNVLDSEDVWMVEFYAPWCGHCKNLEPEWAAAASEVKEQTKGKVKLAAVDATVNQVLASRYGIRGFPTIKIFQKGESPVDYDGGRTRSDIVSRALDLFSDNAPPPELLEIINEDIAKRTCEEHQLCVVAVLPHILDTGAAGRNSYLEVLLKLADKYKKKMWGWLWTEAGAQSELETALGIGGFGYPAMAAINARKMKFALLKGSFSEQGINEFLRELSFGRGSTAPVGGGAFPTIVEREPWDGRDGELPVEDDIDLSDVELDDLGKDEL
XiGFP reactiv – activators of inactive X chromosome reactivation, primary screen, imaging, XiGFP fibroblasts, GFP high-content imaging, set 2. XiGFP mouse fibroblasts, % GFP-positive cells imaging, 3 d; cells co-treated with 5-aza-dC sensitizer; scaled so ellipticine positive control = 100%. activation, % at 7.58 µM. 360,000 tested, 0.055% active;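 active = mean normalized replicate activation at least 10% and every replicate at or above 10%; inconclusive = only one of the two criteria met; inactive = mean below 10% and not all replicates reach 10%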;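 note: 0% = median of on-plate neutral control wells and 100% = ellipticine 6 µM median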
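Assay system – SV40-immortalized XiGFP fibroblast cells, line 68-5-11 · Buffer or medium – DMEM supplemented with 5-aza-dC as sensitizing agent · Dosing – one concentration, pinned · Benchmarks – positive control ellipticine, 6 µM final · Times – 3 days compound exposure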
esBAF inh – Bmi1 luciferase reporter increase in mESCs, primary screen, esBAF inhibitor project, mouse ES cells, Bmi1 luciferase knock-in, single point; 24 h; 100% = twice the neutral-well signal; reporter increase, % at 12.5 µM; 350,000 tested, 2% active; in the data active = activation above about 40%; inconclusive = no clear call, values can overlap the other calls;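 note: 0% = median of the plate's neutral control wells and 100% = double that signal; a rise in the Bmi1 reporter signal indicates esBAF inhibition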
RAD52 anneal inh – RAD52 DNA annealing inhibitors, primary screen, biochemical, FRET, single point, set 2 | DNA repair protein RAD52 homolog (Homo sapiens), P43351 | recombinant RAD52 DNA annealing, FRET fluorescence | inhibition, % at 18.7 µM | 360,000 tested, 0.46% active;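 active = every replicate showing at least 50% inhibition; inconclusive = mean inhibition at least 50% but not in every replicate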
Target sequence (P43351 whole entry, looked up): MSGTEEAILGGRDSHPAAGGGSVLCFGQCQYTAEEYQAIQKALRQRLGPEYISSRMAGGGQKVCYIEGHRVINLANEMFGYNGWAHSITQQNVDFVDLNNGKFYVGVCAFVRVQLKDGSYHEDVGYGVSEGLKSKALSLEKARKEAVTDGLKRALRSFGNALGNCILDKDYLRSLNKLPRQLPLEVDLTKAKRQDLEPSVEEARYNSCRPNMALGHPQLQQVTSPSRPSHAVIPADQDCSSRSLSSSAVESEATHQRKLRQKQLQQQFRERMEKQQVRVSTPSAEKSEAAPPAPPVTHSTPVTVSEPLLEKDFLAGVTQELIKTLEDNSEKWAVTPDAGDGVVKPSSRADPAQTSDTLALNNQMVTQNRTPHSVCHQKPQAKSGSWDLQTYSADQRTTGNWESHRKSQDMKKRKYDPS
* marks the source's active call; other numbers are inactive results; ? = inconclusive; nt = not tested or not shown. No enrichment for hits; any-hit rate near 2.5%.

# | Compound | RAD54 inh | S100A4 MyoIIA | ERAP1 HTS inh | E-sel inducer | ERp5 block | XiGFP reactiv | esBAF inh | RAD52 anneal inh
1 | COCCN(CC1CCCN(C2Cc3ccccc3C2)C1)C(=O)CCC(F)(F)F (centres undefined) | 5 | -1 | 2 | 0.0 | -2 | 0.1 | 0 | -5
2 | COc1ccc2c3c(n(C)c2c1)[C@H](CO)N(C(=O)Nc1ccc(F)cc1)CC31CN(C(=O)NC2CCCC2)C1 | nt | -2 | 0 | -0.3 | -1 | 0.4 | nt | 0
3 | CCOc1ccc(-c2c(C(=O)N/N=C(\C)c3cccnc3)nnn2-c2nonc2N)cc1 | -7 | -6 | -5 | 3.1 | 2 | 0.0 | -9 | -2
4 | CC1(C(=O)NS(=O)(=O)c2ccccc2Cl)CCN1C(=O)COc1ccc(Cl)cc1 (centres undefined) | -2 | 1 | 6 | -0.2 | -3 | 0.1 | 5 | -1
5 | O=C(Nc1ccc(F)c(Cl)c1)C1CCN(S(=O)(=O)c2cccnc2)CC1 | -2 | -5 | 7 | 0.2 | 6 | 0.1 | -7 | -9
6 | Cc1cccc(N2CC(C(=O)Nc3ccc4c(c3)OCCO4)CC2=O)c1C (centres undefined) | 2 | -2 | -3 | -0.3 | 1 | 0.3 | -15 | -11
7 | O=c1c2ccccc2sn1-c1nccs1 | nt | -1 | -1 | nt | 3 | 0.0 | nt | 1
8 | COc1ccc(/C=C2\SC(=S)N(CCCC(=O)Nc3cc(C)on3)C2=O)cc1OC | 3 | 15 | 0 | -0.1 | 1 | 0.0 | -8 | -365
9 | CCOC(=O)NC(=O)C(=CNNc1ncc(C(F)(F)F)cc1Cl)C(=O)NC(=O)OCC | nt | 10 | -2 | -2.1 | 4 | 0.1 | nt | -16
10 | COc1ccccc1C(=O)OCCNC(=O)Cn1cnc2c1c(=O)n(C)c(=O)n2C | -11 | 1 | -1 | 0.6 | 4 | 0.0 | -5 | -1
11 | COc1ccccc1NC(=S)N(Cc1ccccn1)Cc1ccccc1Cl | -13 | 2 | 1 | 1.1 | 2 | 0.9 | -10 | -6
12 | C[C@H](CO)N1C[C@H](C)[C@@H](CN(C)Cc2ccc(C(=O)Nc3ccccc3N)cc2)Oc2c(NS(=O)(=O)c3cccs3)cccc2C1=O | nt | -3 | -3 | 2.6 | -2 | 0.1 | nt | 7
13 | CC1(C(=O)NS(=O)(=O)c2ccccc2C(F)(F)F)CCN1C(=O)c1cccc(F)c1 (centres undefined) | -3 | -2 | -2 | 2.5 | 1 | 0.1 | 2 | -4
14 | Cn1cc(-c2csc(C(O)(c3ccccc3)C(F)(F)F)n2)cn1 (centres undefined) | -9 | -13 | -1 | 0.0 | 2 | -0.1 | 5 | -20
15 | O=C(N[C@H]1CC[C@@H](CCNC(=O)c2ccccc2F)O[C@H]1CO)c1ccc2c(c1)OCO2 | 7 | 0 | -5 | -0.3 | -9 | -0.9 | -1 | -4
16 | COc1ccc(OC2CCN(S(=O)(=O)c3ccc(OC)cc3)CC2)cc1 | 5 | 3 | 2 | nt | 8 | 0.5 | 4 | -10
17 | C[C@@H]1CCCCO[C@H](CN(C)C(=O)C2CCCCC2)[C@H](C)CN([C@H](C)CO)C(=O)c2cc(NC(=O)NC3CCCCC3)ccc2O1 | -5 | 2 | -6 | nt | 0 | 0.0 | 2 | 20
18 | O=C(Nc1ccc2[nH]c(=O)[nH]c2c1)c1c(F)c(F)c(F)c(F)c1F | nt | 0 | 9 | nt | 2 | 1.0 | nt | -17
19 | O=S(=O)(N[C@H]1CC[C@H](CCn2cc(-c3cccnc3)nn2)O[C@H]1CO)c1ccc(F)cc1 | -6 | -12 | 0 | -2.5 | -2 | -0.4 | 1 | -5
20 | CC(C)(O)CC[C@H](OC(=O)c1ccccc1)[C@](C)(O)[C@H]1CC[C@@]2(O)C3=CC(=O)[C@@H]4C[C@@H](O)[C@H](O)C[C@]4(C)C3CC[C@]12C (some centres undefined) | -14 | 2 | -3 | 0.0 | 3 | 0.0 | -5 | -8

Compound profiles, from the list above. Values in the order: RAD54 inh	S100A4 MyoIIA	ERAP1 HTS inh	E-sel inducer	ERp5 block	XiGFP reactiv	esBAF inh	RAD52 anneal inh
`COc1ccc(OC2CCN(S(=O)(=O)c3ccc(OC)cc3)CC2)cc1` in the list: 5	3	2	nt	8	0.5	4	-10
`CC1(C(=O)NS(=O)(=O)c2ccccc2C(F)(F)F)CCN1C(=O)c1cccc(F)c1` (centres undefined) in the list: -3	-2	-2	2.5	1	0.1	2	-4

(continued)
# | Compound | RAD54 inh | S100A4 MyoIIA | ERAP1 HTS inh | E-sel inducer | ERp5 block | XiGFP reactiv | esBAF inh | RAD52 anneal inh
21 | CC=Cc1ccc2n(c1=O)C[C@H]1[C@H](CO)[C@@H](C(=O)N3CCC(Cc4ccccc4)CC3)N(C)[C@@H]21 (mixture of isomers) | 6 | nt | nt | -0.1 | nt | 0.3 | -2 | nt
22 | O=C(CSc1nc(-c2ccc(Cl)cc2)cs1)Nc1cccc([N+](=O)[O-])c1 | nt | 0 | -2 | nt | 0 | 0.0 | nt | -16
23 | O=C(Nc1ncccc1O)c1ccc(S(=O)(=O)NCc2ccco2)cc1 | nt | 1 | -2 | -0.2 | -2 | 0.0 | nt | -12
24 | C[C@H](CO)N1C[C@H](C)[C@H](CN(C)Cc2ccc(C(=O)O)cc2)OCCCC[C@H](C)Oc2ccc(NC(=O)Nc3ccc(F)cc3)cc2C1=O | -7 | 6 | -3 | 0.0 | 0 | -0.7 | 2 | 10
25 | Cc1ccccc1C1CCCN(C(=O)c2cc(COc3c(F)cccc3F)on2)C1 (centres undefined) | 1 | -2 | -1 | -0.2 | 1 | -0.3 | -2 | 3
26 | COc1ccc(NC(=O)N(C)C[C@H]2Oc3c(NC(=O)C4CCCCC4)cccc3C(=O)N([C@H](C)CO)C[C@H]2C)cc1 | 6 | -4 | -3 | -0.3 | -5 | 1.4 | 3 | 6
27 | COc1ccc(C2/C(=C(/O)c3ccc(F)cc3)C(=O)C(=O)N2c2ccccn2)cc1OC (centres undefined) | 6 | -9 | 12 | 2.3 | -2 | 0.0 | -8 | 5
28 | O=C(COC(=O)c1cc(Br)ccc1O)c1ccc(F)cc1 | 2 | 4 | 3 | 0.5 | -5 | 0.3 | 13 | -13
29 | CSc1ccc(CN(C)C(=O)CSCC(=O)Nc2ccc(C)cc2)cc1 | -8 | -5 | 2 | nt | 10 | 0.4 | nt | -8
30 | O=C(N/N=C/c1ccsc1)c1ccccn1 | -1 | 0 | 0 | 0.1 | -1 | 0.1 | 13 | -12

Seven compounds from above with just E-sel inducer, ERAP1 HTS inh and ERp5 block.
| # | SMILES | E-sel inducer | ERAP1 HTS inh | ERp5 block |
| --- | --- | --- | --- | --- |
| 22 | O=C(CSc1nc(-c2ccc(Cl)cc2)cs1)Nc1cccc([N+](=O)[O-])c1 | nt | -2 | 0 |
| 23 | O=C(Nc1ncccc1O)c1ccc(S(=O)(=O)NCc2ccco2)cc1 | -0.2 | -2 | -2 |
| 24 | C[C@H](CO)N1C[C@H](C)[C@H](CN(C)Cc2ccc(C(=O)O)cc2)OCCCC[C@H](C)Oc2ccc(NC(=O)Nc3ccc(F)cc3)cc2C1=O | 0.0 | -3 | 0 |
| 25 | Cc1ccccc1C1CCCN(C(=O)c2cc(COc3c(F)cccc3F)on2)C1 (centres undefined) | -0.2 | -1 | 1 |
| 26 | COc1ccc(NC(=O)N(C)C[C@H]2Oc3c(NC(=O)C4CCCCC4)cccc3C(=O)N([C@H](C)CO)C[C@H]2C)cc1 | -0.3 | -3 | -5 |
| 27 | COc1ccc(C2/C(=C(/O)c3ccc(F)cc3)C(=O)C(=O)N2c2ccccn2)cc1OC (centres undefined) | 2.3 | 12 | -2 |
| 28 | O=C(COC(=O)c1cc(Br)ccc1O)c1ccc(F)cc1 | 0.5 | 3 | -5 |

Next entries follow.
# | Compound | RAD54 inh | S100A4 MyoIIA | ERAP1 HTS inh | E-sel inducer | ERp5 block | XiGFP reactiv | esBAF inh | RAD52 anneal inh
31 | CC1C=NC(S(=O)(=O)N2CC[C@@H]3[C@H]2c2cc(-c4ccccc4F)ccc2N(C)[C@H]3CO)=N1 (some centres undefined) | 7 | 14 | 0 | 0.2 | 1 | 0.0 | 0 | -7
32 | CCCCNC(=S)NNC(=O)c1c(Cl)c(C)nn1C | nt | 0 | 3 | nt | -10 | -0.1 | nt | -11
33 | COCCNC(=O)c1cc(-c2ccccc2OC)on1 | 1 | 2 | 6 | 1.8 | 0 | 0.0 | ? | -2
34 | Cc1cc(OCC(=O)N(C)Cc2ccccc2)ccc1Cl | -5 | -1 | 0 | 0.0 | 1 | 0.0 | ? | -3
35 | COc1ccc(S(=O)(=O)N(C)C[C@H]2Oc3c(NC(=O)Nc4cccc5ccccc45)cccc3C(=O)N([C@@H](C)CO)C[C@H]2C)cc1 | -6 | -13 | 1 | 0.3 | -9 | -0.1 | 16 | -32
36 | O=C(NCC(c1cccs1)N1CCOCC1)c1ccc(Cl)c([N+](=O)[O-])c1 (centres undefined) | 9 | 1 | 4 | nt | 0 | -0.1 | nt | -12
37 | CCS(=O)(=O)N1CC2(C1)[C@@H](c1ccccc1)[C@@H](CO)N2C(=O)c1ccccc1 | nt | 6 | 0 | 0.3 | 4 | 0.0 | nt | -16
38 | CCN1CCN=C1Nc1ccccc1 | 0 | -5 | 0 | 0.1 | -3 | -0.7 | -1 | -2
39 | CC(C)NC(=O)CSc1nnc2sc3ccccc3n12 | nt | -3 | -4 | nt | -3 | nt | nt | 4
40 | O=C(N[C@H]1CC[C@@H](CCNS(=O)(=O)c2cccc(Cl)c2)O[C@H]1CO)c1ccc(F)cc1 | 2 | 5 | 5 | 0.0 | -11 | -0.2 | 1 | -2
41 | CC1CN(C(=O)Nc2ccc(F)cc2)C2(CCCCCC2)O1 (centres undefined) | nt | -5 | -2 | -8.1 | 1 | 0.2 | -4 | 1
42 | O=C(Nc1nnc(C2CCCC2)s1)C1CCN(S(=O)(=O)c2ccc(Cl)cc2)CC1 | -16 | -6 | -3 | nt | 4 | nt | -2 | -10
43 | COC(=O)CSc1nnc(CCc2ccccc2)n1C | -20 | -16 | 1 | nt | 5 | -0.1 | -5 | -14
44 | Cc1cccc(CN2CCc3c([nH]c4ccccc34)C2C(C)(C)C)n1 (centres undefined) | -6 | -2 | -11 | 0.3 | 1 | 0.6 | 0 | -25
45 | CC(NC(=S)Nc1ccccc1)C(c1cccs1)N1CCOCC1 (centres undefined) | 1 | 6 | 2 | 0.1 | -1 | -0.2 | -2 | -11
46 | O=C(O)C1C2OC3C(OC(=O)C31)C2Br (centres undefined) | -1 | 0 | 4 | 1.2 | 2 | 0.1 | 1 | -12
